m-calpain inh: calpain II (pig) inhibition | purified calpain II, fluorogenic peptide substrate, 30 min | inhibition, % at 16 µM | 220,000 compounds, 0.37% hits;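 active means inhibition above about 50%, limit read from the data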
Thrombin inh: blocks human thrombin protease activity | inhibition, % at 5 µM | P00734 | 220,000 compounds, 0.26% hits | alpha-thrombin, Boc-VPR-AMC fluorogenic substrate cleavage;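 active means inhibition at or above 40%; inactive means inhibition below 40%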;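 further: 0% = enzyme with no compound and 100% = wells without enzyme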
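System – human alpha-thrombin protein · Reagent – Boc-VPR-AMC substrate, 15 µM final · Compound – 5 µM single dose in 0.2% DMSO · Schedule – reaction at room temperature · Technique – AMC fluorescence at 355 nm excitation and 460 nm emission · Read-out basis – % inhibition relative to enzyme controls and enzyme-free blanks · Control set – no-compound enzyme wells and no-enzyme blanks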
FXIIa inh: blocks human coagulation factor XIIa protease activity. P00748. purified FXIIa, Boc-QGR-AMC fluorogenic substrate, 2 h. inhibition, % at 5 µM. 220,000 compounds, 0.3% hits. AID 800; in the data active means inhibition above about 40%;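 further: 0% = enzyme with no compound and 100% = blank without enzyme; many of its hits are not listed in these tables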
Furin inhibitor: human furin inhibition; P09958; purified furin, fluorogenic substrate cleavage; inhibition, % at 30 µM; 220,000 compounds, 0.061% hits; AID 463115; in the data active means inhibition above about 25%; further: inactives centre near -15
Target sequence (P09958 108-714 limits assumed): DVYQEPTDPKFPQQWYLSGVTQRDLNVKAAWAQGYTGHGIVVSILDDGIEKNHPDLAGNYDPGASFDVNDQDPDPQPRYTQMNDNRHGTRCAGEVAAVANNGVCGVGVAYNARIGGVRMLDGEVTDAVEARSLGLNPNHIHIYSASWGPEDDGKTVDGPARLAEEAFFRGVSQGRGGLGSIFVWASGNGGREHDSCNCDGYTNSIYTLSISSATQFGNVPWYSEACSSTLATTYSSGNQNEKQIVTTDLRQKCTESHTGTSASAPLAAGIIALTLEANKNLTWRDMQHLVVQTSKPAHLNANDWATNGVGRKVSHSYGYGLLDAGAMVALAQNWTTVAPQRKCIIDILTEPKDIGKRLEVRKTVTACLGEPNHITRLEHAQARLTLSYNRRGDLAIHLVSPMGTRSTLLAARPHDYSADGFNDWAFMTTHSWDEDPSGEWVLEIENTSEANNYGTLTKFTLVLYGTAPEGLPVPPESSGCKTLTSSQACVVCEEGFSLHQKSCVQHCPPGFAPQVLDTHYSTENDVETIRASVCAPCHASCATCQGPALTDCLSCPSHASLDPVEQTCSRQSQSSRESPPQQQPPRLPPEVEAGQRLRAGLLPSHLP
Rad51 HR inh: blocks human Rad51 in homologous recombination. 200,000 compounds, 0.085% hits. AID 1385. hRad51 DNA strand exchange, fluorescence dequenching. inhibition, % at 10 µM. Q06609;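 active means inhibition above 40% at the single screening dose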;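 further: 0% = DMSO control wells and 100% = blanks with heterologous ssDNA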
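Test system: preformed human Rad51 ssDNA filaments. Compound dosing: single dose, 10 µM final compound. Incubation: filaments 15 min 37 °C, then compound 30 min. Technique: FRET fluorescence dequenching, excitation 485 nm, emission 520 nm. Read-out basis: percent inhibition from fluorescence, normalised to plate control and blank means. Benchmarks: plate controls and plate blanks.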
PERK inh: inhibitors of human PERK kinase. Q9NZJ5. CHO PERK-DD fusion, SEAP luminescence translation reporter. inhibition, % at 5.6 µM. 220,000 compounds, 0.17% hits. AID 1416;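 active means inhibition above the mean inhibition of all tested compounds plus 3 SD, set separately per screening campaign, cut at about 2.9% in these data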;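 further: PERK kinase domain activated by AP20187 dimerizer at 100 nM; 0% = DMSO with dimerizer and 100% = rapamycin at 8.4 µM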
Cl transport mod: modulators of human KCC2 chloride dependent transport. 190,000 compounds, 2.2% hits. AID 1456. B-score of Tl+ flux slope (higher = more flux/activation; lower = inhibition) at 10 µM. KCC2 cells, thallium flux FluoZin-2 fluorescence;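 active means thallium flux slope and its plate-corrected score both differing from the plate sample mean at a set confidence after two filtering rounds, in either direction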;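 further: slope of fluorescence scaled to starting intensity during 10 to 20 s after thallium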
KLK5 inh: kallikrein 5 (human) inhibition; inhibition, % at 5 µM; AID 873; 210,000 compounds, 0.59% hits; recombinant hK5, fluorogenic AMC substrate cleavage; Q9Y337;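 active means inhibition of 40% or more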;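 further: 0% = enzyme controls without compound and 100% = no-enzyme blanks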
FXIa inh 1536: inhibitors of human coagulation factor XIa; purified FXIa, Boc-Glu-Ala-Arg-AMC fluorogenic substrate; inhibition, % at 5 µM; 220,000 compounds, 0.14% hits; AID 798;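 active means inhibition of at least 40%; inactive means inhibition below 40%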;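 further: fluorescence of freed AMC excited at 355 nm; 0% = enzyme without compound and 100% = no enzyme blank; many of its hits are not listed in these tables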
Numbers without * were called inactive; / = not tested or not shown; & = joins results of further samples. Some of the compounds tested. The share of hits here may be higher or lower than overall.

The first three compounds, to show the layout:
entry | Compound | Thrombin inh | FXIa inh 1536 | KLK5 inh | FXIIa inh | Rad51 HR inh
1 | CN(C)CCCC1(c2ccc(F)cc2)OCc2cc(C#N)ccc21 (stereo unspecified) | -1 | -5 | -14 | 4 | -4
2 | CCn1cc(C(=O)O)c(=O)c2cnc(N3CCNCC3)nc21 | -1 | -2 | -7 | 8 | -6
3 | COc1ccc(C[C@H]2COC(=O)[C@@H]2Cc2ccc(OC3OC(CO)C(O)C(O)C3O)c(OC)c2)cc1OC (stereo partly specified) | 2 | 7 | -2 | 13 | 8

entry | PERK inh | Furin inhibitor | Cl transport mod | m-calpain inh
1 | 0.0&0.5 | -12 | -0.044&0.78 | -9&8
2 | 0.5 | 0 | 0.6 | -38
3 | 0.5 | -21 | 0.36 | -24

This part in full, from the first entry:
entry | Compound | Thrombin inh | FXIa inh 1536 | KLK5 inh | FXIIa inh | Rad51 HR inh
1 | CN(C)CCCC1(c2ccc(F)cc2)OCc2cc(C#N)ccc21 (stereo unspecified) | -1 | -5 | -14 | 4 | -4
2 | CCn1cc(C(=O)O)c(=O)c2cnc(N3CCNCC3)nc21 | -1 | -2 | -7 | 8 | -6
3 | COc1ccc(C[C@H]2COC(=O)[C@@H]2Cc2ccc(OC3OC(CO)C(O)C(O)C3O)c(OC)c2)cc1OC (stereo partly specified) | 2 | 7 | -2 | 13 | 8
4 | CCC(NC(C)C)C(O)c1ccc(O)c2[nH]c(=O)ccc12 (stereo unspecified) | / | 5 | -17 | 11 | -3
5 | CNCCCN1c2ccccc2CCc2ccccc21 | / | 7 | -7 | 6 | 14&-2
6 | CC1Cc2ccccc2N1NC(=O)c1ccc(Cl)c(S(N)(=O)=O)c1 (stereo unspecified) | / | 7 | -6 | 15 | 1
7 | CC(C)=CCOc1c2ccoc2cc2oc(=O)ccc12 | 2 | 3 | -10 | 12 | -4
8 | O=C(O)CCC(=O)c1ccc(-c2ccccc2)cc1 | -1 | -3 | -14 | 6 | -3
9 | CCCc1nc(C(C)(C)O)c(C(=O)O)n1Cc1ccc(-c2ccccc2-c2nn[nH]n2)cc1 | / | / | / | / | -9
10 | Cc1cncn1CCc1nc2c3ccccc3nc(SCC(=O)Nc3cccc(Cl)c3)n2n1 | 32 | 10 | 25 | 12 | 6

entry | PERK inh | Furin inhibitor | Cl transport mod | m-calpain inh
1 | 0.0&0.5 | -12 | -0.044&0.78 | -9&8
2 | 0.5 | 0 | 0.6 | -38
3 | 0.5 | -21 | 0.36 | -24
4 | 1.6 | -12 | -0.98 | -20
5 | -0.9 | -11 | 0.14 | 17
6 | 0.6 | -19 | 0.56 | 12
7 | -0.1 | -17 | -0.04 | 1
8 | 1.5 | -15 | -0.49 | 6
9 | 1.5 | / | 0.75 | -4
10 | -1.0 | -5 | -0.043 | 12

Limited to Furin inhibitor and KLK5 inh, for four of the compounds above:
item	SMILES	Furin inhibitor	KLK5 inh
3	COc1ccc(C[C@H]2COC(=O)[C@@H]2Cc2ccc(OC3OC(CO)C(O)C(O)C3O)c(OC)c2)cc1OC (stereo partly specified)	-21	-2
2	CCn1cc(C(=O)O)c(=O)c2cnc(N3CCNCC3)nc21	0	-7
10	Cc1cncn1CCc1nc2c3ccccc3nc(SCC(=O)Nc3cccc(Cl)c3)n2n1	-5	25
7	CC(C)=CCOc1c2ccoc2cc2oc(=O)ccc12	-17	-10

Other results follow:
entry | Compound | Thrombin inh | FXIa inh 1536 | KLK5 inh | FXIIa inh | Rad51 HR inh
11 | Cc1cccc2c1NC(=O)C2(c1ccc(O)cc1)c1ccc(O)cc1 | 1 | 1 | -11 | -1 | 3
12 | O=C(O)c1cccnc1Nc1cccc(C(F)(F)F)c1 | -6 | 10 | -4 | 5 | 2
13 | C=CC[n+]1ccc(/C=C2\C=Cc3cc(C)ccc3N2CC)c2ccccc21 | 1 | 4 | -20 | -3 | 29
14 | CN1CCCN=C1COC(=O)C(O)(c1ccccc1)C1CCCCC1 (stereo unspecified) | -2 | -1 | -11 | 9 | -6
15 | CCCCCC(=O)O[C@]1(C(C)=O)CC[C@H]2[C@@H]3CCC4=CC(=O)CC[C@]4(C)[C@H]3CC[C@@]21C | -1 | 1 | -7 | 9 | -2
16 | O=c1oc2c(O)c(O)cc3c(=O)oc4c(O)c(O)cc1c4c23 | 24 | 8 | -8 | 0 | /
17 | COc1ccc(C2CNC(=O)C2)cc1OC1CCCC1 (stereo unspecified) | / | 8 | -8 | 2 | -1
18 | CCCCNc1ccc(C(=O)OCCN(C)C)cc1 | -1 | 4 | 1 | 14 | 0
19 | Cc1ccc(N(CC2=NCCN2)c2cccc(O)c2)cc1 | 0&2&2 | 7&18&24 | -7&-2&-15 | 12&28&28 | 1&-1&-4
20 | CC(=O)Nc1ccc(CC(=O)O)cc1 | / | / | / | / | -1

entry | PERK inh | Furin inhibitor | Cl transport mod | m-calpain inh
11 | 0.6 | -13 | 13* | -18
12 | 1.9 | -15 | -1.8 | -6
13 | 0.7 | -35 | -0.58 | 18
14 | 0.5 | -14 | 0.77 | 5
15 | -0.5 | -3 | -1.1 | 12
16 | 1.8 | -6 | 0.56 | 18
17 | 0.9&0.5&2.4 | -17 | 0.29&-0.49&-1.1 | 10&8&3
18 | 0.0 | -16 | -0.033 | 5
19 | -1.8&1.0&-0.2 | -15&-15&-19 | 0.097&-0.0077&0.029 | 28&3&4
20 | 0.9 | / | -0.024 | -1

Structural class, the compounds so far with sulfur.
entry | Compound | Thrombin inh | FXIa inh 1536 | KLK5 inh | FXIIa inh | Rad51 HR inh
6 | CC1Cc2ccccc2N1NC(=O)c1ccc(Cl)c(S(N)(=O)=O)c1 (stereo unspecified) | / | 7 | -6 | 15 | 1
10 | Cc1cncn1CCc1nc2c3ccccc3nc(SCC(=O)Nc3cccc(Cl)c3)n2n1 | 32 | 10 | 25 | 12 | 6

entry | PERK inh | Furin inhibitor | Cl transport mod | m-calpain inh
6 | 0.6 | -19 | 0.56 | 12
10 | -1.0 | -5 | -0.043 | 12

The list continues.
entry | Compound | Thrombin inh | FXIa inh 1536 | KLK5 inh | FXIIa inh | Rad51 HR inh
21 | N#Cc1ccc(C(c2ccc(C#N)cc2)n2cncn2)cc1 | / | / | / | / | -8
22 | C/C=C/C(=O)N(CC)c1ccccc1C | / | / | / | / | -10
23 | C1COC(NC(C2CC2)C2CC2)=N1 | 2 | 8 | -5 | 12 | -5
24 | C/C=C(/C)C(=O)OC(C)(C)[C@@H]1Cc2c(ccc3ccc(=O)oc23)O1 | 0 | 13 | 8 | 12 | -10
25 | CC(=O)CCCCn1c(=O)c2c(ncn2C)n(C)c1=O | -2 | -4 | 1 | -12 | 0

entry | PERK inh | Furin inhibitor | Cl transport mod | m-calpain inh
21 | 0.7 | / | -0.16 | 0
22 | 1.5 | / | -0.0031 | -4
23 | 1.3 | -19 | -0.4 | -11
24 | 0.0 | -99 | 0.0084 | -454
25 | 0.0&0.8 | -13 | -0.6&0.017 | -9&-2
